ATXN viability – Viability Counterscreen for Primary qHTS for Inhibitors of ATXN expression. S2 cells (HEK-293 line with an ATXN2-luciferase reporter) viability, CellTiter-Fluor protease fluorescence, 24 h. Potency, µM (series often up to 56.7 µM), hits mostly cytotoxic. 400,000 compounds, 0.49% hits; further: potency means the concentration at half of the fitted maximal effect; nearly all actives have a fitted effect of over 40% in size
IL-1B inflam inh – qHTS for Inhibitors of Inflammasome Signaling: IL-1-beta AlphaLISA Primary Screen. THP-1 LPS/ATP IL-1B secretion, AlphaLISA, 16 h; hits give low values. activity change, % at 57.5 µM. AID 743279, 2014. 360,000 compounds, 4.7% hits; in the data active means activity change below about -50%; inconclusive means mostly about -30% to -49%; further: on the % scale 0 is the no-effect control and ±100 the full control effect
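Secreted IL-1B measured by AlphaLISA bead assay after 16 h compound exposure of THP-1 cells; compounds (final up to 57.5 uM) added 1 h before LPS (250 ng/mL) and ATP (1.25 mM) stimulation; lower signal means less secretion.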
KB-V1 MDR tox – qHTS assay for MDR1-selective chemotherapeutics: Primary screen using the drug-selected MDR subline cells KB-V1; KB-V1 MDR cells viability, CellTiter-Glo, 72 h; Potency, µM (highest dose often 46.1 µM), inactives show at the top dose activity change, negative = cytotoxicity, most hits filed as cytotoxic; 400,000 compounds, 3.4% hits; AID 1347076, 2019; further: potency means the concentration at half of the fitted maximal effect; on the % scale 0 is the no-effect control and ±100 the full control effect; nearly all actives have a fitted effect of over 60% in size
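Cytotoxicity toward P-gp-expressing KB-V1 cells was determined as loss of CellTiter-Glo luminescence after 72 h at 37 degrees C. Compounds were tested in quantitative HTS format across a concentration range, with curves fitted to normalized data.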
ATXN2 expr inh – Primary qHTS for Inhibitors of ATXN expression; Potency, µM (doses to about 57 µM), without a hit: at the highest dose activity change, negative = inhibition, actives largely listed as inhibitors; HEK-293 ATXN2-luciferase reporter, luminescence, 24 h; AID 1745845, 2022; 360,000 compounds, 0.72% hits; further: potency means the concentration at half of the fitted maximal effect; on the % scale 0 is the no-effect control and ±100 the full control effect; nearly all actives have a fitted effect of over 55% in size
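qHTS (up to 57 uM final) was run with 24 h compound exposure of reporter cells at 37 °C. Each well was multiplexed: SteadyGlo luminescence measured ATXN2-luciferase expression after a fluorogenic Gly-Phe-AFC viability readout (25 uM final).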
SW480 rereplic – A quantitative high throughput screen for small molecules that induce DNA re-replication in SW480 colon adenocarcinoma cells. SW480 DNA re-replication, Hoechst DNA content imaging, 48 h. 340,000 compounds, 1.8% hits. Potency, µM (top dose mostly 46.1 µM), for inactives: at the highest dose re-replication activation, hits mostly activators; further: potency means the concentration at half of the fitted maximal effect; % of control where 0% means no effect; nearly all actives have a fitted effect of over 55% in size
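Cells (250 per well) received 23 nL compound or DMSO by pin tool and were kept 48 hr at 37 C, 5% CO2. Nuclei were then stained with Hoechst for 40 min and scanned for DNA content.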
KB-3-1 tox – qHTS assay for MDR1-selective chemotherapeutics: Primary screen using the parental adenocarcinoma cell KB-3-1 | 400,000 compounds, 1.4% hits | KB-3-1 viability, CellTiter-Glo ATP luminescence, 72 h | Potency, µM (doses to about 46.1 µM), for the others: at the top dose activity change, negative = cytotoxic, hits mostly cytotoxic | AID 1347075, 2019; further: potency means the concentration at half of the fitted maximal effect; on the % scale 0 is the no-effect control and ±100 the full control effect; nearly all actives have a fitted effect of over 60% in size
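Parental KB-3-1 viability, qHTS format: 72 h compound exposure, 37 °C; CellTiter-Glo; media-only wells and DMSO plates as controls; concentration-effect fits on corrected data.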
MCF10A rerep – A quantitative high throughput screen for small molecules that induce DNA re-replication in MCF 10a normal breast cells; MCF 10A DNA re-replication, Hoechst nuclear intensity, 48 h; Potency, µM (titrated, usually from 46.1 µM), for the others: at the highest dose activity, positive = re-replication, usual class: activators; 350,000 compounds, 2.9% hits; AID 624296, 2012; further: potency means the concentration at half of the fitted maximal effect; % of control where 0% means no effect; nearly all actives have a fitted effect of over 50% in size
HT1080 IDH1KD tx – qHTS for induction of synthetic lethality in tumor cells producing 2HG: qHTS for the HT-1080-IDH1KD cell line. Potency, µM (series often up to 46.1 µM), for inactives: top-dose activity, negative = toxicity, hits mostly cytotoxic. HT-1080 IDH1 knockdown viability, ATP luminescence, 48 h. 360,000 compounds, 2% hits;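 further: potency means the concentration at half of the fitted maximal effect; 0% = DMSO wells and -100% = cell-free medium wells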
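Using the IDH1-knockdown HT-1080 line run in the same batch and compound series as the NT line, viability after 48 h at 37 °C was determined by CellTiter-Glo luminescence and expressed as % activity.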
HT1080NT lethal – qHTS for induction of synthetic lethality in tumor cells producing 2HG: qHTS for the HT-1080-NT fibrosarcoma cell line; 360,000 compounds, 1.6% hits; HT-1080-NT fibrosarcoma viability, CellTiter-Glo ATP luminescence, 48 h; Potency, µM (top dose mostly 46.1 µM), without a hit: at the highest dose activity, negative = less viability, actives largely listed as cytotoxic;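 further: NT is the 2HG producing partner of a matched IDH1 knockdown line; potency means the concentration at half of the fitted maximal effect; 0% = DMSO-treated cells and -100% = media-only wells without cells; nearly all actives have a fitted effect of over 55% in size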
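Luminescent CellTiter-Glo readout after 48 hours of compound exposure at 37 degrees C defined viability of HT-1080-NT cells. Activity was normalized to DMSO wells and cell-free media wells; concentration-response curves were fitted and assigned curve classes.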
* = called active by the depositor; i = inactive; ? = inconclusive; . = no result given; [ ] = another dose, or the depositor's remark. Unless noted, the call rests on the fitted dose curve; in most records, active means well fitted curve in the direction sought with a large enough effect; inconclusive means small, poorly fitted or top-dose-only effect, or another doubt; inactive means no such curve, though single readings can be large; an effect the other way counts as inactive or inconclusive.

SMILES	ATXN viability	IL-1B inflam inh	KB-V1 MDR tox	ATXN2 expr inh	SW480 rereplic	KB-3-1 tox	MCF10A rerep	HT1080 IDH1KD tx	HT1080NT lethal
COC(=O)C1=C(C)NC(=O)CC1c1cccc(OC)c1OC (stereo not drawn)	i	18	-6%	-22%	-2%	9%	14%	19%	18%
O=C(NCc1ccccn1)Nc1cccc([N+](=O)[O-])c1	i	22	13%	7%	2%	4%	0%	8%	7%
COC(=O)CCCNC(=O)c1ccc2[nH]c(C)c(C)c2c1	i	-20	2%	-2%	0%	-7%	0%	13%	-3%
CCN(CC)S(=O)(=O)c1cc(C(=O)N2CCc3ccccc32)ccc1Cl	i	-28	?	-10%	3%	-4%	19%	?	?
CC(=O)N1c2ccc(S(=O)(=O)NCCC(=O)Nc3ccccc3C)cc2CC1C (stereo not drawn)	i	17	44%	5%	?	6%	3%	0%	2%
NC(=O)NCCCC(NC(=O)c1ccc(C#CC2(O)CCCCC2)cc1)C(=O)O (stereo not drawn)	?	16	5%	-29%	1%	-3%	-1%	0%	0%
CCCCC(=O)N1CCN(c2ccc(OC)cc2[N+](=O)[O-])CC1	i	-15	?	-4%	1%	3%	0%	-4%	-6%
CC1CCCCN1C(=O)c1cccc(NC(=O)c2ccccc2)c1 (stereo not drawn)	i	8	0%	0%	-4%	7%	-13%	11%	15%
O=C(CSc1nc2[nH]ncc2c(=O)[nH]1)Nc1cccc([N+](=O)[O-])c1	i	13	0%	6%	-75%[inhibitor]	4%	4%	3%	1%
Fc1cccc(NC(=S)NCCc2ccccc2)c1	i	-10	0%	7%	-3%	-16%	4%	-24%	-7%
O=C(Nc1ccc2c(c1)OCCO2)c1cccnc1Oc1ccccc1	i	0	-6%	.	-5%	-4%	-2%	2%	8%
CCOC(=O)C1=C(C)NC(C)=C(C(=O)OCC)C1C(=O)OCC(=O)NCc1ccco1	i	29	?	-10%	-7%	-27%	-51%[inhibitor]	-2%	-6%
CC(C)OC(=O)/C(C#N)=C/c1ccc(-c2ccc(Cl)c(Cl)c2)o1	i	.	25%	11%	.	20%	.	.	.
O=C(CCc1c[nH]c2ccccc12)N1CCN(S(=O)(=O)c2ccccc2)CC1	i	-1	3%	2%	-102%[inhibitor]	2%	10%	15%	-2%
CC1(C(=O)NS(=O)(=O)c2ccc(C#N)cc2)CCN1C(=O)Cc1ccccc1Cl (stereo not drawn)	i	20	-1%	10%	.	0%	.	?	10%
C=CCn1c(=S)[nH]c2cc(-c3ccccc3)sc2c1=O	i	-11	?	14%	-17%	?	-21%	21%	-6%
COc1nc(OC)nc(N2CCC(NC(=O)C(Cc3cccc(OC)c3OC)NC(C)=O)CC2)n1 (stereo not drawn)	i	-18	-8%	5%	-13%	-3%	-1%	5%	-2%
Cc1ccc2cccc(NC(=O)c3cccc4c(Cl)cccc34)c2n1	i	.	-14%	-6%	.	?	.	.	.
O=C(CCN1C(=O)/C(=C/c2ccc(F)cc2)SC1=S)NC1CCS(=O)(=O)C1 (stereo not drawn)	i	-2	14%	29%	-3%	18%	9%	-10%	0%
C/C=C/C(=O)Nc1ccc(N2CCN(c3ccc(C(F)(F)F)cn3)CC2)nc1	i	13	4%	.	?	-5%	-3%	9%	2%
CC(C)N(Cc1ccccc1)S(=O)(=O)c1ccc2c(c1)NC(=O)CO2	i	41	-20%	-3%	-1%	4%	4%	-2%	0%
O=C(O)CCc1nc2ccccc2c(=O)[nH]1	i	21	14%	19%	-9%	-3%	0%	3%	0%
COC(=O)c1ccccc1OCCCOc1ccc(C=O)cc1OC	i	13	-5%	32%	-7%	0%	-3%	-1%	-8%
Cc1ccc(CNC(=O)c2ccc3c(c2)N(Cc2ccccc2Cl)C(=O)CS3)cc1	?	.	-17%	-5%	.	1%	.	.	.
COc1ccc(O)c(/C=N/Nc2nc3ccccc3[nH]2)c1	i	18	-10%	-11%	2%	-9%	-3%	28%	11%
Cc1nn2c(-c3ccco3)nnc2c2ccccc12	.	-9	?	.	-11%	?	11%	-18%	-10%
Cc1nc(SCC(=O)Nc2ccccc2)c2oc3ccccc3c2n1	?	3	38%	-36%	-7%	3%	12µM*	-2%	5%
O=C1c2ccccc2C(=O)N1CCCOc1ccccc1	i	44	-12%	25%	-4%	17%	2%	1%[9.24 µM]	4%
COc1ccc2nc(N=Nc3ccc(O)c4ccccc34)sc2c1	14µM*	0	?	14µM*	?	?	8.2µM*	5.8µM*	7.3µM*
O=C(Nc1ccccc1C(=O)N/N=C/c1ccco1)c1ccc(Cl)cc1	i	6	-5%	.	?	-8%	?	-9%	-23%
CC(NC(=O)C1CCC1)c1ccccc1 (stereo not drawn)	i	5	21%	-7%	-9%	-1%	-2%	14%	1%
CCOC(=O)[C@]12CCCC=C1N(Cc1ccccc1)C(=O)[C@H](CC(=O)NCc1ccccc1)C2	.	-5	-30%	.	.	6%	.	-7%	?
CC(C)CN(CCCNC(=O)Cn1ncc2c3ccccc3n(C)c2c1=O)CC(C)C	i	.	7%	12%	.	7%	.	.	.
O=C(c1ccc2c(c1)N(Cc1ccccc1F)C(=O)c1ccccc1S2)N1CCOCC1	i	-5	?	.	-6%	-7%	-5%	8%	-5%
COc1cc(OC)cc(-c2c(-c3cccs3)c3cc(-c4ccc5[nH]ccc5c4)ccc3n2C)c1	i	-9	-10%	8%	14%	-2%	7%	-1%	-1%
Cc1ccc2c(c1)C(=O)C(=O)N2Cc1ccc(C(F)(F)F)cc1	28µM*	63	?	?	?	?	?	-1%	-5%
CCOC(=O)c1ccc(NC(=O)C(=O)NCc2ccncc2)cc1	i	-21	?	-14%	-4%	-1%	20%	-2%	-3%
Cc1cccc(C)c1NC(=O)C1C(c2ccc3c(c2)OCO3)=Nc2ccccc2N1C(=O)c1cccc2ccccc12 (stereo not drawn)	.	-1	-5%	.	.	10%	.	8%	7%
O=C1C(=O)N(C2CCCC2)C(=O)N1Cc1c(F)cccc1Cl	i	1	1%	-17%	0%	11%	1%	0%	4%
COC(=O)c1cnc(NC(=O)C2(C)CCN2C(=O)C(C)C)s1 (stereo not drawn)	i	0	0%	0%	.	0%	.	10%	30%
COc1ccc(N2C(=O)CC(N3CCN(c4ccccc4F)CC3)C2=O)cc1 (stereo not drawn)	i	20	2%	-4%	?	21%	?	-25%	4%
COc1ccc2c3n(nc2c1)CCN=C3c1ccc(C)cc1	i	5	?	9%	11%	-26%	0%	-14%	0%
COc1ccccc1N1CC(C)(C)C(=O)N(C(=O)c2c(F)cccc2Cl)C1=S	i	19	11%	0%	-10%	18%	2%	12%	-7%
CCOC(=O)C1CCN(C(=O)COC(=O)c2cccc(F)c2)CC1	i	16	22%	5%	-7%	19%	-5%	4%	4%
C[C@H](OC(=O)N1CCN(C(c2ccccc2)c2ccccc2)CC1)[C@@H]1O[C@@]2(C)CCC[C@H]1O2	i	-27	-3%	-28%	?	-1%	-10%	-26%	-21%
ON=C1c2ccccc2-c2cc(Br)ccc21	i	-52*	?	11%	15%	-26%	?	1%	2%
Cc1cc2oc(=O)cc(C)c2cc1NC(=O)CCl	?	-84*	-27%	-29%	?	?	29%	?	?
CCn1c(C)c(C(C)=O)c(N2CCCCC2)nc1=S	i	-6	-8%	2%	-1%	-3%	0%	4%	5%
Cc1ncc(CSc2nc3ccccc3[nH]2)c(N)n1	i	5	?	8%	-1%	0%	-5%	3%	20%
CC(CNC(=O)c1ccc(Cn2c(SCc3ccccc3)nc3cccnc32)cc1)c1ccccc1 (stereo not drawn)	?	.	?	-14%	.	-10%	.	.	.

Next section
SMILES	ATXN viability	IL-1B inflam inh	KB-V1 MDR tox	ATXN2 expr inh	SW480 rereplic	KB-3-1 tox	MCF10A rerep	HT1080 IDH1KD tx	HT1080NT lethal
O=C(COC(=O)c1cc([N+](=O)[O-])ccc1NCCO)Nc1ccc2c(c1)OCO2	i	30	-23%	-31%[11.3 µM]	-1%	-1%	-6%	?	-21%
Cc1ccc(NC(=O)CC2SC(=O)N(c3ccccc3)C2=O)cc1 (stereo not drawn)	?	29	?	-4%	-5%	9%	11%	0%	0%
CC(=O)C1=C(C)Nc2ncnn2C1c1ccccc1 (stereo not drawn)	i	-2	?	7%	-2%	9%	1%	4%	15%
Nc1ccc(Oc2cc(N)cc(Oc3ccccc3)c2)cc1	i	?	13%	61%[activator]	-13%	6%	?	-24%	-14%
OCc1nnn(-c2cccc(C(F)(F)F)c2)c1CO	i	5	?	4%	-17%	11%	2%	12%	17%
CCN(CC(=O)Nc1c(F)cccc1F)C(=O)C1CCN(S(=O)(=O)c2ccc(F)cc2)CC1	?	-6	15%	1%	-1%	-5%	-2%	21%	9%
C/C(=N\NC(=O)Cc1ccc(Cl)cc1)c1cccnc1	i	-14	2%	16%	-16%	3%	-5%	0%	-2%
Cc1ccc(C(=O)CSC2=C(C#N)C(c3ccco3)C3=C(CC(C)(C)CC3=O)N2)cc1 (stereo not drawn)	i	-85*	-4%	-24%	?	?	?	?	-30%

Outcome played no part in choosing rows. About 11% of those tested had a hit in this group.
